Screening results as filed in PubChem BioAssay.
D1 ag: Allosteric Agonists of the Human D1 Dopamine Receptor: qHTS; D(1A) dopamine receptor (Homo sapiens), P21728; HEK293 T-REx D1 cells, calcium flux, agonist mode; activation, % at 2 µM; 1% of 360,000 active; in the data active means activation above about 30%; further: 0% is about no effect
Target sequence (P21728 whole entry, looked up): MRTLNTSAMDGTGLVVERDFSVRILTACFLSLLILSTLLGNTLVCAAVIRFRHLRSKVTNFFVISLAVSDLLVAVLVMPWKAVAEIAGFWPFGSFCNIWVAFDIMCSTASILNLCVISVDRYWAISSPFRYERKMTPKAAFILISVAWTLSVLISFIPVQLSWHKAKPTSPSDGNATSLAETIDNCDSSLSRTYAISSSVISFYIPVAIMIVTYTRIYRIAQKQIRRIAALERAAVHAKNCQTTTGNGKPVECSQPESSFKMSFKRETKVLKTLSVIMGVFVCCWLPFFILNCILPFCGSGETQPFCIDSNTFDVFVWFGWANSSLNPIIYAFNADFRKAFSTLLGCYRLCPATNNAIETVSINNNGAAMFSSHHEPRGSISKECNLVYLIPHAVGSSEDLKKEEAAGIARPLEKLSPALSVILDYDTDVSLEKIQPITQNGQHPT
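Inducible HEK293 T-REx D1 cells, force-coupled to calcium signalling, were plated at 4000 cells/well with tetracycline and held overnight at 30 C. After no-wash calcium dye loading, compound-evoked calcium rise over 180 s flagged agonists.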
D2 potentiator: HTS Assay for Positive Allosteric Modulators of the Human D2 Dopamine Receptor: Primary Screen for Potentiators | potentiation, % at 10 µM | 0.34% of 340,000 active | HEK293 T-REx D2, calcium flux, EC20 dopamine potentiation | D(2) dopamine receptor (Homo sapiens), P14416;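 active means potentiation over 3 SD above the plate norm, cut at about 30% in these data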; further: 0% is about no effect
Target sequence (P14416 whole entry, looked up): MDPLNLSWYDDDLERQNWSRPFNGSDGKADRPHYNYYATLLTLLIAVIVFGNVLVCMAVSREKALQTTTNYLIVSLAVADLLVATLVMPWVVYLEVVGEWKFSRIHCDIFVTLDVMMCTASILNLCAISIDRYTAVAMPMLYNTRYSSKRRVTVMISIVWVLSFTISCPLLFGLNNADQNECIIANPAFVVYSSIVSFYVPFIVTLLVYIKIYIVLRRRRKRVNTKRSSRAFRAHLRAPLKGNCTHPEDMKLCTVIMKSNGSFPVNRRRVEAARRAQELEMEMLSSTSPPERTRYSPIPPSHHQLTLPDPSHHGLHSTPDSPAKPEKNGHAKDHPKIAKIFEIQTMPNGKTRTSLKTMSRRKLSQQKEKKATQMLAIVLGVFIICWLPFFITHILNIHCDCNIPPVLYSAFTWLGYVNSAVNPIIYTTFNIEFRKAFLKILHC
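Using a no-wash calcium dye in inducible, force-coupled HEK293 Trex cells expressing D2, we tracked fluorescence each second for 180 s after compound, then for 180 s after EC20 dopamine to detect augmented signalling.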
Vif-A3F inh: qHTS for Inhibitors of Vif-A3F Interactions: qHTS. HeLa A3F-eYFP + Vif (tagged APOBEC3F with the HIV-1 protein that degrades it), YFP fluorescence increase. Potency, µM (doses to about 46.1 µM), inactives show at the highest dose activity, negative = active. 0.2% of 390,000 active; further: potency means the concentration at half of the fitted maximal effect; % of control where 0% means no effect; nearly all actives have a fitted effect of over 65% in size
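HeLa cells stably expressing A3F-eYFP plus Vif, plated and incubated overnight at 37 deg C, then exposed to compounds overnight at 37 deg C. Blocked degradation read as raised yellow fluorescence (Ex 488/Em 500-530).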
GRP78 ERSR act: qHTS for Inducers of the Endoplasmic Reticulum Stress Response (ERSR) in Human Glioma: qHTS | U87-MG GRP78 promoter luciferase reporter, 16 h | 0.02% of 420,000 active | AID 602332, 2012 | Potency, µM, inactives show at the highest dose activation, most hits filed as activators; further: potency means the concentration at half of the fitted maximal effect; series mostly up to about 76 µM; % of control where 0% means no effect; nearly all actives have a fitted effect of over 35% in size
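Stably transfected U87-MG glioma cells carrying a GRP78-based luciferase sensor; 16 h compound incubation. Luminescence end-point read 10 min after Bright-Glo addition at room temperature.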
Vif-A3G inh: qHTS for Inhibitors of Vif-A3G Interactions: qHTS; 0.076% of 410,000 active; HeLa A3G-eYFP + Vif (tagged APOBEC3G with the HIV-1 protein that degrades it), YFP fluorescence, overnight; Potency, µM (doses to about 46.1 µM), inactives show at the top dose activity, negative = active, most hits filed as inhibitors;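 further: potency means the concentration at half of the fitted maximal effect; on the % scale 0 is the no-effect control and ±100 the full control effect; nearly all actives have a fitted effect of over 60% in size; hits raise eYFP signal because A3G escapes Vif-driven loss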
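HeLa cells stably expressing Vif and C-terminally eYFP-tagged A3G, seeded overnight at 37 deg C, then exposed to compound by pintool overnight at 37 deg C. Rise in yellow fluorescence (Ex 488/Em 500-530, Acumen) marks blocked Vif-driven A3G degradation.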
LDHA inh: qHTS assay for inhibitors of human lactate dehydrogenase; purified LDHA, NADH/diaphorase-resazurin fluorescence; active compounds read low; activity change, % (values are at about 110 or 230 µM); 0.15% of 480,000 active; in the data active means activity change below about -30%; inconclusive means mostly about -25% to -30%;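 further: plate controls were DMSO wells for no effect and wells without enzyme for full effect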
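Human LDH5 at 2 nM final in Tris HCl pH 7.4 with 0.06 mM NADH and 0.2 mM pyruvate, reacted 5 minutes at room temperature. Remaining NADH coupled via diaphorase/resazurin; resorufin fluorescence read at 0 and 20 minutes, normalized to enzyme-free and DMSO wells.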
D1 antagonist: Antagonist of Human D 1 Dopamine Receptor: qHTS | HEK293 TREx D1 cells, calcium flux, dopamine EC80; active compounds read low | activity change, negative = inhibition, % at 10 µM | 3.2% of 360,000 active | AID 504652, 2011; in the data active means activity change below about -30%; further: on the % scale 0 is the no-effect control and ±100 the full control effect
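Allosteric or orthosteric antagonism assessed as attenuation of the calcium response to EC80 dopamine, added 180 s after compound, in induced HEK293 Trex D1 cells loaded with no-wash calcium dye.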
D1 PAM: Potentiators of Human D1 Dopamine Receptor: qHTS; 0.036% of 360,000 active; HEK293 TREx D1 cells, calcium flux, dopamine EC20 potentiation; D(1A) dopamine receptor (Homo sapiens), P21728; potentiation, % at 10 µM; AID 504651, 2011; in the data active means potentiation above about 30%; further: 0% is about no effect
RXFP1 agonist: qHTS Assay for Agonists of the Relaxin Receptor RXFP1; HEK293T-RXFP1 cAMP TR-FRET, 30 min; response scale: percent of porcine relaxin response, buffer zero; Relaxin receptor 1 (Homo sapiens), Q9HBX9; 0.3% of 370,000 active; Potency, µM (top dose mostly 57.5 µM), without a hit: at the top dose activation, hits mostly activators; further: potency means the concentration at half of the fitted maximal effect; on the % scale 0 is the no-effect control and ±100 the full control effect; nearly all actives have a fitted effect of over 60% in size; many of its hits are not listed in these tables
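Agonist response is measured as cAMP accumulation in an RXFP1-transfected HEK293T line under PDE4 inhibition. Values are scaled between buffer-only and 29 nM porcine relaxin, and EC50s come from standard Hill equation fits.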
The depositor's hits bear a star; ? = inconclusive; . = no result given; & = joins results of further samples. Unless noted, the call rests on the fitted dose curve; in most records, active means well fitted curve in the direction sought with a large enough effect; inconclusive means small, poorly fitted or top-dose-only effect, or another doubt; inactive means no such curve, though single readings can be large; an effect the other way counts as inactive or inconclusive.

Below each SMILES: D1 ag	D2 potentiator	Vif-A3F inh	GRP78 ERSR act	Vif-A3G inh	LDHA inh	D1 antagonist	D1 PAM	RXFP1 agonist
1. O=C1OC/C(=C(/O)c2ccc(Cl)cc2)C1=O
  5	.	-15%	2%	2%	1	-26	0	4.5%
2. CC1CC(C)CN(CCCNC(=O)c2ccc3c(c2)N(Cc2ccccc2)C(=O)c2ccccc2S3=O)C1 (centres undefined)
  80*	7	-18%	-4%	-5%	-7	3	-6	-1.7%
3. C=CCN1C(=O)C(O)(CC(=O)c2ccco2)c2cc(Br)ccc21 (centres undefined)
  1	-17	-15%	-5%	?	2	-7	-4	2.0%
4. Cc1onc(-c2c(Cl)cccc2Cl)c1C(=O)N1CCc2ccccc21
  0	-5	1%	-1%	-6%	-2	-3	1	-0.3%
5. O=C(CSc1nnnn1C1CCCCC1)Nc1ccc2c(c1)OCO2
  -1	-8	-5%	-3%	-2%	-8	5	-1	2.4%
6. CCN1CNC(=S)N(C(C)c2ccccc2)C1 (centres undefined)
  1	-8	-42%	-5%	4%	-3	8	4	-0.5%
7. CC1=C([N+](=O)[O-])C(c2ccccc2)C2=C(N1)c1ccccc1C2=O (centres undefined)
  1	6	-4%	-8%	?	6	-3	-1	-0.2%
8. CCn1cc(C(=O)OCC(=O)Nc2cccc(Cl)c2C)c(=O)c2ccc(C)nc21
  -2	-10	-7%	-2%	-1%	1	8	1	6.0%
9. O=C(NCCCN1CCCC1=O)Nc1ccc([N+](=O)[O-])cc1
  1	8	2%	1%	3%	0	16	5	0.1%
10. COc1ccc(S(=O)(=O)N2CCCCC2)cc1NC(=O)CCc1cc(OC)c(OC)c(OC)c1
  .	.	4%	-2%	1%	-2	.	.	.
11. Cc1c(C(=O)Nc2ccc(F)c(C(F)(F)F)c2)sc2nc(-c3ccccc3)cn12
  8	-24	0%	2%	2%	4	13	-3	-1.4%
12. CCOC(=O)C1CCCN(S(=O)(=O)c2ccc(N3CCCCS3(=O)=O)cc2)C1 (centres undefined)
  2	5	-12%	-4%	2%	5&2	-17	0	4.7%
13. Cc1cc(C)n2nc(SCC(N)=O)nc2n1
  2	16	-7%	-6%	-3%	-4	1	-7	7.3%
14. CN(Cc1ccccc1)C(=O)c1cccc(NC(=O)c2nsc3ccccc23)c1
  4	-10	-14%	-8%	-6%	3	-5	-2	4.5%
15. O=C(O)c1ccc(CNCc2ccc(Cl)cc2)s1
  1	-6	2%	-2%	3%	-17	3	-3	-0.2%
16. COc1ccc(Cl)cc1NC(=O)CN1C(=O)NC(Cc2c[nH]c3ccccc23)C1=O (centres undefined)
  .	.	7%	-3%	-7%	-5	.	.	.
17. Cc1ccc2[nH]c3nc(SCC#N)nnc3c2c1
  3	-3	-12%	-2%	0%	-3	4	0	0.0%
18. CCOc1ccc(CNC(=O)CCc2c(C)nn(-c3ccc(N4CCOCC4)nn3)c2C)cc1
  0	2	7%	-2%	1%	2	-6	-5	1.5%
19. O=C(CSc1nc2ccccc2nc1Cc1ccc(Cl)cc1)N1CCc2ccccc21
  1	17	-6%	-3%	7%	8	4	0	3.6%
20. COc1ccc(CNC(=O)Cn2cc([N+](=O)[O-])cn2)cc1
  .	.	1%	-2%	-5%	-1	.	.	.
21. O=C(CN1CCN(S(=O)(=O)c2ccc(F)cc2)CC1)Nc1ccc2c(c1)OCO2
  5	-2	1%	1%	-2%	2	-24	-4	2.2%
22. Cc1cc(C)cc(OCC(=O)Nc2ccc(N3CCCCC3)cc2)c1
  2	4	-3%	-5%	0%	4	4	3	3.7%
23. O=C(CSc1ccsc1[N+](=O)[O-])N1CCCCC1
  3	-6	8%	1%	-4%	-3	-24	-9	-2.5%
24. COc1ccc(NC(=O)CSc2nnc(C3CCCCC3)n2N)cc1OC
  -1	0	0%	3%	2%	-17	7	-2	0.3%
25. COc1cccc(CN(C)CC(=O)Nc2ccccc2C(=O)NC2CC2)c1
  0	7	-8%	-3%	-3%	-3	5	3	0.5%
26. S=c1nc2ccccc2c2nc(-c3cccnc3)[nH]n12
  0	3	2%	2%	-1%	-9	1	-3	3.8%
27. O=C(CSc1ccc([N+](=O)[O-])cc1)NNC(=O)c1ccccc1F
  3	0	9%	-7%	-1%	-1	-4	3	1.0%
28. CCOC1CCCCC1NS(=O)(=O)c1ccc(Cl)cc1 (centres undefined)
  -1	-2	-9%	-1%	-2%	-5	27	-5	-0.3%
29. Cc1cccc(-c2oc3ccc(-c4ccc5c(c4)OCO5)cc3c2/C=C/c2ccc(N)cc2)c1
  0	-4	-15%	-3%	-6%	-11	5	2	24%
30. CCCCOc1cccc(C(=O)NC(=S)Nc2cccnc2)c1
  0	3	0%	-4%	-7%	-8	8	3	3.7%
31. CCCCSc1nc(C)cc(SCC(=O)N/N=C/c2cccc(OC)c2O)n1
  13	0	0%	-8%	-4%	5	0	-3	2.4%
32. CCOc1ccc(C(=O)Nc2c(C(=O)Nc3ccccc3OC)oc3ccccc23)cc1OCC
  0	1	-10%	-3%	3%	-6	8	-1	?
33. O=[N+]([O-])c1ccccc1OCCCNCc1ccccc1
  2	-17	3%	-4%	-6%	-10	-23	-9	1.9%
34. COc1ccc(CNS(=O)(=O)c2ccc3c(c2)C(C)(C)C(=O)N3C)cc1
  1	-3	-6%	-1%	1%	-2	1	2	0.0%
35. COc1cccc(-c2nc(-c3ccccn3)no2)c1
  2	4	-7%	-17%	2%	-11	-15	-3	-0.1%
36. COc1ccc(C(=O)CSc2nnc(COc3ccccc3)n2Cc2ccco2)cc1
  13	-15	-1%	4%	-13%	-6	-3	1	2.9%
37. C/C(=N\OC(=O)c1ccc(F)cc1)c1sc(-c2ccc(Cl)cc2)nc1C
  .	.	5%	2%	-1%	-16	.	.	.
38. FC(F)(F)c1cccc(-c2cc(C3CCNCC3)[nH]n2)c1
  2	10	12%	-5%	-1%	-4	8	-4	0.7%
39. COc1ccc(C(=O)COC(=O)Cc2c[nH]c3ccccc23)c(OC)c1
  4	1	2%	-2%	-1%	-6	1	-6	0.4%
40. CC1CC(C)CN(S(=O)(=O)c2ccc(C(=O)N(c3ccccn3)C3CCCCC3)cc2)C1 (centres undefined)
  3	-2	-2%	0%	-1%	-2	-2	0	-0.2%
41. Cc1ccc(-n2c(SCc3nc4ccccc4c(=O)[nH]3)nnc2-c2ccccc2O)cc1
  5	2	3%	-4%	-4%	3	8	1	-0.1%
42. O=c1ccc(S(=O)(=O)N2CCCC2)cn1Cc1nc(-c2ccccc2)no1
  2	-1	0%	-2%	0%	0	-13	4	21%
43. S=C(Nc1ccccn1)Nc1ccccc1Cl
  1	12	?	?	-2%	-1	10	9	-3.8%
44. CC(=O)Nc1sc(N/N=C/c2ccc(C)cc2)nc1-c1ccc(C)cc1
  4	-5	5%	5%	1%	-6	-7	-4	-4.1%
45. COc1ccccc1C(=O)NC(=O)COC(=O)c1nc2nc(C)cc(C)n2n1
  3	2	-2%	-1%	-1%	-5	-23	-4	2.9%
46. COc1cccc(CNC(=O)COC(=O)/C=C/c2ccc(SC)cc2)c1
  .	.	7%	-4%	-1%	0	.	.	.
47. CCOc1ccc(S(=O)(=O)Nc2ccc3c(c2)N(C(C)=O)CCC3)cc1
  7	1	4%	-5%	-6%	0	-32*	-1	1.7%
48. COc1cc2c(cc1NC(=O)CSc1ccc(Cl)cc1)oc1ccccc12
  0	2	1%	-5%	-13%	-1	18	-1	-1.2%
49. COc1ccc(C(=O)/C=C(\C)Nc2ccc3c(c2)OCO3)cc1
  2	3	0%	1%	-6%	14	-4	-2	0.8%
50. Cc1cc(C)cc(N2C(=O)CSC23C(=O)N(CC(=O)NCCc2ccccc2)c2ccccc23)c1 (centres undefined)
  3	3	6%	-3%	1%	-8	-1	6	-1.3%

Continued:
Below each SMILES: D1 ag	D2 potentiator	Vif-A3F inh	GRP78 ERSR act	Vif-A3G inh	LDHA inh	D1 antagonist	D1 PAM	RXFP1 agonist
51. CCN(CC)C1CCN(C(=O)c2ccc(OC3CCN(C(=O)CCOC)CC3)cc2)C1 (centres undefined)
  .	.	2%	-3%	-1%	1	.	.	.
52. COc1ccc(-c2cn3c(n2)sc2cc(C(=O)Nc4cc(OC)cc(OC)c4)ccc23)cc1
  2	-8	-2%	5%	-12%	3	-1	0	7.0%
53. O=S(=O)(/N=C(/c1ccc(Cl)cc1)N1CCOCC1)c1ccc(Cl)cc1
  0	12	2%	-1%	-1%	-1	-5	3	0.2%
54. COc1ccc(NC(=O)/C=C2\SC(=O)NC2=O)cc1
  3	-6	-17%	1%	-5%	-11	9	0	0.2%
55. CCC(C)NC(=O)CCSc1ccc(C)cc1 (centres undefined)
  1	7	4%	-4%	-3%	-5	-18	-5	1.8%
56. COc1ccccc1OCC(=O)N1CCC2(CC1)CC(=O)c1ccccc1O2
  4	0	1%	-2%	0%	-5	-1	-4	1.2%
57. Cc1nn(Cc2ccccc2)c2c1C(c1ccc(Cl)cc1)C(C#N)=C(N)O2 (centres undefined)
  3	8	2%	-1%	?	1	-9	-5	1.7%
58. CS(=O)(=O)N1CCCC(C(=O)Nc2c(F)cccc2F)C1 (centres undefined)
  0	1	-3%	-2%	0%	-11	-15	1	0.2%
59. FC(F)(F)c1cc(Sc2ccccc2)nc(-c2ccccn2)n1
  2	.	-1%	4%	2%	-4	16	-2	0.6%

Quoted at random: 2 records from the list.
Below each SMILES: D1 ag	D2 potentiator	Vif-A3F inh	GRP78 ERSR act	Vif-A3G inh	LDHA inh	D1 antagonist	D1 PAM	RXFP1 agonist
57. Cc1nn(Cc2ccccc2)c2c1C(c1ccc(Cl)cc1)C(C#N)=C(N)O2 (centres undefined)
  3	8	2%	-1%	?	1	-9	-5	1.7%
59. FC(F)(F)c1cc(Sc2ccccc2)nc(-c2ccccn2)n1
  2	.	-1%	4%	2%	-4	16	-2	0.6%

A portion of the library, so the mix of outcomes need not match the whole.
